Screening data as filed in PubChem BioAssay.
FBW7 act: human FBW7 E3 ligase activation, primary screen; Q969H0; AlphaScreen FBW7–phospho-cyclin E peptide binding, activator screen; normalized activity (activation), % at 26.1 µM; 0.13% of 650,000 active; in the data active means normalized activity above about 1.9%;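 further: purified mutant Fbw7 with reduced substrate affinity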
GPR151 ag: human GPR151 activation | PathHunter beta-arrestin GPR151 cells, luminescence | activation, % at 11.2 µM | 1% of 650,000 active | AID 1508602; in the data active means activation above about 4.9%;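 further: 0% = median of compound wells and 100% = cells with positive control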
Target sequence (Q8TDV0 whole entry, looked up): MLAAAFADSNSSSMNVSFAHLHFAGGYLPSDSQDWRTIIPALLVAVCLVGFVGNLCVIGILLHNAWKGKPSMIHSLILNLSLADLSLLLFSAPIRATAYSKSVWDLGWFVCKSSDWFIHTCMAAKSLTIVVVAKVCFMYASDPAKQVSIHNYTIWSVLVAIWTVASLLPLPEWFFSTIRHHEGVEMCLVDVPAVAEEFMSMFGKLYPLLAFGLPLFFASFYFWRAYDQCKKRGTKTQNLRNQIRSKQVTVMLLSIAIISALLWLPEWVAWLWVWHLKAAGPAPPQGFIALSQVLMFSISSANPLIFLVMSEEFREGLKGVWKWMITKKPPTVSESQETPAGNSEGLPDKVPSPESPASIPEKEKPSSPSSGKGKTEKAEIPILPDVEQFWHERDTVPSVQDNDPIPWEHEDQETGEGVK
MITF primary: inhibitors of human MITF. O75030. AlphaScreen MITF homodimerization, bead proximity signal. inhibition, % at 2.6 µM. 0.91% of 650,000 active. AID 1259374; in the data active means inhibition above about 50%;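 further: 0% = vehicle wells with protein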
Target sequence (O75030 whole entry, looked up): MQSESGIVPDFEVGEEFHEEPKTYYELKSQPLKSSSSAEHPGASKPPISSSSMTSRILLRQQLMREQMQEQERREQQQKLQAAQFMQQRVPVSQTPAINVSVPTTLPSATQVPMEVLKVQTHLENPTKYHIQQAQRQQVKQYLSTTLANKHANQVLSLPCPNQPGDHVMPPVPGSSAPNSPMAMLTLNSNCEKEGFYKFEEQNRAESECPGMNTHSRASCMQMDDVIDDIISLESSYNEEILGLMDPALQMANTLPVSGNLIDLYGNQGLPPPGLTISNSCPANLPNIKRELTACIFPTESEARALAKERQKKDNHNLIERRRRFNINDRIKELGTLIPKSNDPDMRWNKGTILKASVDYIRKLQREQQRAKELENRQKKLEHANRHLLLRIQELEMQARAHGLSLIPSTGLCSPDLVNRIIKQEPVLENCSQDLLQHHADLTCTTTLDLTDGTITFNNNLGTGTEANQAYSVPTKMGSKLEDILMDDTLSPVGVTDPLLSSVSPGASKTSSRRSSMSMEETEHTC
TEAD-YAP inh: TEAD-YAP interaction inhibition; AID 1259422; inhibition, % at 9.12 µM; 1.4% of 640,000 active; HEK-TIYL cells, TEAD-Gal4/YAP UAS-luciferase luminescence; in the data active means inhibition above about 32%;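 further: 0% = median of test compound wells and 100% = reference inhibitor wells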
* hit, by the source's call.

SMILES	FBW7 act	GPR151 ag	MITF primary	TEAD-YAP inh
COc1cc(OC)cc(-n2nc(C(=O)Nc3ccc(Br)cc3C)c3ccccc3c2=O)c1	0.7	-1.1	15	-5
O=C1c2cccc3c(N4CCOCC4)ccc(c23)C(=O)N1CCOC(=O)C12CC3CC(CC(C3)C1)C2	-0.2	-0.3	-4	2
COC(=O)c1sc2nc(CN3CCC[C@H]3CO)ccc2c1NC(=O)C1CCCCC1	0.1	1.1	-5	-6
CCCCCCc1cc2cc(-c3cn4c(n3)sc3cc(Cl)ccc34)c(=O)oc2cc1O	0.7	3.1	1	-4
CSc1nc2c(sc3ccccc32)c(=O)[nH]1	-0.1	-1.5	-6	-4
CCC1(C)NC(=O)N(CC(=O)Nc2ccc(OC(F)F)cc2)C1=O (stereo not given)	-0.4	1.3	6	-3
CCc1[nH]nc2c1C(C1CCCCC1)c1c(N)noc1-2 (stereo not given)	0.0	-1.0	5	8
NC(=O)COc1ccc(/C=C2/SC(=Nc3ccccc3)N(Cc3ccccc3)C2=O)cc1	-0.1	-1.0	2	-11
CCc1nnc(NC(=O)CSC2=NC(=O)C(NC(C)=O)C(=O)N2)s1 (stereo not given)	-1.3	0.1	-5	2
C/C(=N\NC(=O)c1ccc(CN(c2ccccc2)S(C)(=O)=O)cc1)c1ccccc1O	-0.1	1.5	1	8
COCCN(Cc1cc2cc(C)cc(C)c2nc1Cl)C(=O)C1CC1	-0.1	1.3	2	6
COCCn1c(=S)[nH]c2cc(C(=O)N(C)CCc3ccccn3)ccc2c1=O	-0.1	0.9	3	6
O=C(NCc1ccco1)c1sc(=S)n2c1[nH]c(=O)c1sccc12	0.0	2.0	1	-3
CCOc1cc(C2C(C(=O)OCC3CCCO3)=C(C)NC3=C2C(=O)CCC3)cc(Br)c1O (stereo not given)	-0.1	0.3	-1	7
CC1CCCC(C)N1C(=O)CSc1nnc2c(n1)[nH]c1ccc(F)cc12 (stereo not given)	-0.1	1.2	2	-4
O=C1CCC(=O)N1COCN1C(=O)CCC1=O	-0.1	-1.6	2	-7
CC(=O)c1sc2nc(CSc3nnnn3-c3ccccc3)[nH]c(=O)c2c1C	0.1	-0.7	-14	9
CCc1ccc(NC(=O)COC(=O)C2CC(=O)N(c3ccc(C)cc3)C2)cc1 (stereo not given)	0.0	0.1	-1	-3
c1ccc(CN2CCC(Nc3cc(NCc4ccc5c(c4)OCO5)ncn3)CC2)cc1	-0.1	0.4	12	10
CCOc1cccc(NC(=O)/C(C#N)=C\c2ccc(C(=O)OC)cc2)c1	0.0	-0.6	13	-2

Some of these compounds in order of SMILES length, smallest number first.
SMILES	FBW7 act	GPR151 ag	MITF primary	TEAD-YAP inh
O=C(NCc1ccco1)c1sc(=S)n2c1[nH]c(=O)c1sccc12	0.0	2.0	1	-3
CCOc1cccc(NC(=O)/C(C#N)=C\c2ccc(C(=O)OC)cc2)c1	0.0	-0.6	13	-2
CC(=O)c1sc2nc(CSc3nnnn3-c3ccccc3)[nH]c(=O)c2c1C	0.1	-0.7	-14	9
CCc1ccc(NC(=O)COC(=O)C2CC(=O)N(c3ccc(C)cc3)C2)cc1 (stereo not given)	0.0	0.1	-1	-3
CCOc1cc(C2C(C(=O)OCC3CCCO3)=C(C)NC3=C2C(=O)CCC3)cc(Br)c1O (stereo not given)	-0.1	0.3	-1	7

(listing goes on)
SMILES	FBW7 act	GPR151 ag	MITF primary	TEAD-YAP inh
O=C(c1n[nH]c2ccccc12)N1CCC(C(=O)N2CCN(c3ccccc3)CC2)CC1	0.3	-1.4	-12	5
CSc1nnc(SCC(=O)Nc2c(C#N)oc3ccccc23)s1	0.1	0.5	7	-10
CCOC(=O)CN1C(=O)C(C)(C)Oc2ccc(C(=O)Nc3ccc(C(C)C)cc3)cc21	-0.1	0.9	-8	-4
CC(=O)Nc1nc(-c2ccc3c(c2)CCN3S(C)(=O)=O)c(C)s1	0.0	0.7	11	52*
Cc1ccc(C(C)C)c(OCC(=O)NNC(=O)c2ccccc2C)c1	0.2	0.5	-13	-12
Nc1nc(Nc2ccccc2)cc(N2CCCC2CO)n1 (stereo not given)	-0.1	-0.5	-1	-13
O=C(Nc1nc(-c2cc(Cl)sc2Cl)cs1)c1ccc(S(=O)(=O)N2CCOCC2)cc1	-0.1	0.7	-5	2
CN1/C(=C\C(=O)c2cccnc2)C(C)(C)c2ccccc21	0.2	1.9	1	-28
COc1cccc(C(=O)c2oc3ccc(NC(=O)c4cccnc4)cc3c2C)c1	0.1	2.1	15	15
O=C(Nc1cc(=O)[nH]c(=O)[nH]1)C(c1ccccc1)c1ccccc1	-0.3	-0.4	5	2
O=C1OCCC/C1=C/C=C/c1ccccc1	0.1	-0.8	-13	-56
O=C(Nc1ccc(Br)cc1)c1ccc(N2C(=O)C3C4C=CC(C4)C3C2=O)cc1 (stereo not given)	0.2	0.1	4	20
Cn1c(N2CCC(C(=O)NCCc3ccc(O)c(O)c3)CC2)nc2ccccc21	0.0	-0.5	12	12
O=C1CCCN1c1ccc(S(=O)(=O)Oc2ccc(Cl)cc2)cc1[N+](=O)[O-]	0.0	-0.2	-6	22
CN(C1CCCCC1)S(=O)(=O)c1ccc(C(=O)Nc2ccc3c(c2)C(=O)NC3=O)cc1	-0.1	0.4	5	7
COc1ccc(CCNC(=O)C2CCN(c3ccc(NCc4cccnc4)nn3)CC2)cc1	0.1	-0.4	6	3
O=C(Cc1ccccc1)NCc1nnc2n1CCN(Cc1c(F)cccc1F)CC2	0.3	0.1	-8	3
O=C(Cn1nnc2ccccc2c1=O)NC(=O)NC1CCCCC1	-0.2	-0.5	6	0
Nc1nc(-c2ccccc2)nn1S(=O)(=O)c1ccc(Cl)cc1	0.1	-1.4	0	-14
O=C(O)/C(=C/c1ccc(Cl)cc1)NC(=O)c1ccccc1	0.1	0.3	8	7

Looked up one by one from the list above (3):
SMILES	FBW7 act	GPR151 ag	MITF primary	TEAD-YAP inh
O=C1OCCC/C1=C/C=C/c1ccccc1	0.1	-0.8	-13	-56
Nc1nc(-c2ccccc2)nn1S(=O)(=O)c1ccc(Cl)cc1	0.1	-1.4	0	-14
CN(C1CCCCC1)S(=O)(=O)c1ccc(C(=O)Nc2ccc3c(c2)C(=O)NC3=O)cc1	-0.1	0.4	5	7

The main list resumes with the 4 entries that preceded the break.
SMILES	FBW7 act	GPR151 ag	MITF primary	TEAD-YAP inh
O=C(Cc1ccccc1)NCc1nnc2n1CCN(Cc1c(F)cccc1F)CC2	0.3	0.1	-8	3
O=C(Cn1nnc2ccccc2c1=O)NC(=O)NC1CCCCC1	-0.2	-0.5	6	0
Nc1nc(-c2ccccc2)nn1S(=O)(=O)c1ccc(Cl)cc1	0.1	-1.4	0	-14
O=C(O)/C(=C/c1ccc(Cl)cc1)NC(=O)c1ccccc1	0.1	0.3	8	7
Cc1ccc2c(c1)cc1c(=O)n(CC(=O)N3CCCCC3)nc(C)n12	0.1	-0.6	-9	0
COc1cccc2c1OC1(CCN(C(=O)Cc3ccc(F)cc3F)CC1)OC2	0.0	0.4	-11	-2
O=C(NNc1ccccc1)C(=O)NNS(=O)(=O)c1ccccc1	0.1	1.8	-6	-12
O=C(O)C(Cc1ccccc1)n1c(=S)[nH]c2ccccc2c1=O (stereo not given)	0.1	0.6	5	-1
CC(C)(C)NC(=O)COC(=O)c1cccc(Oc2ccccc2)c1	0.1	3.6	-8	-5
CCOC(=O)C1=C(CC)NC2=C(C(=O)CC(C)(C)C2)C1c1ccc(Cl)c(Cl)c1 (stereo not given)	-0.1	0.3	-9	5
CSc1ccc(CCNCc2c(C(=O)O)n(C)c3ccccc23)cc1	0.0	-1.6	2	12
O=C(Nc1cccc(F)c1)C1CCN(c2c(N3CCCC3)c(=O)c2=O)CC1	0.1	-1.2	-7	-4
COc1ccccc1CN1CCNC(=O)C1CC(=O)NCc1cccc(F)c1F (stereo not given)	-0.1	0.7	-8	14
CCOC(=O)C1=NNC2(c3ccc(Cl)cc3)C(=O)N(c3cccc(OC)c3)C(=O)C12 (stereo not given)	0.0	-0.2	-2	2
CCOC(=O)c1cnc2c(C)cc(Cl)cc2c1Nc1ccc(N2CCOCC2)cc1	-0.1	-2.0	-3	-3
CCSc1nnc(NC(=O)Cn2c(=O)oc3ccccc32)s1	0.1	-0.7	-22	-7
Cn1c(=O)c2c(nc(Nc3ccccc3)n2C)n(C)c1=O	-0.1	1.2	8	0
O=C(CCc1nc2ccccc2c(=O)[nH]1)NNC(=O)COc1cccc(F)c1	-0.4	1.2	2	10
CCOc1ccccc1NC(=O)c1nnn(CC(=O)Nc2cccc(C)c2C)c1N	0.3	2.3	-1	1
NC(=O)c1ccsc1NC(=O)c1ccc(S(=O)(=O)N2CCc3ccccc3C2)cc1	-0.1	-0.8	9	6
O=C(CSCc1ccc(Br)cc1)N/N=C/c1ccccc1	0.1	-0.5	0	12
CCOc1cc(C2C3=C(Nc4c2c(=O)n(C)c(=O)n4C)c2ccccc2C3=O)ccc1O (stereo not given)	0.0	1.2	-2	-8
Cn1ncc2c(NCc3ccccc3)ncnc21	0.1	-0.4	9	2
COc1ccc(NS(=O)(=O)c2ccc(NC(=O)COc3cccc(C)c3)cc2)cc1	0.1	2.0	14	7
CCOc1ccccc1CN1CCc2cc(OC)c(OC)cc2C1	0.1	-0.3	13	4
CCOC(=O)C1=C(N)N(c2ccc([N+](=O)[O-])cc2)C2=C(C(=O)CCC2)C1c1ccc(Br)s1 (stereo not given)	0.1	0.4	2	4
CCCCCC1CCC(c2ccc(C(=O)OC34CCC(C)(CC3)CC4)cc2)CC1 (stereo not given)	-0.1	0.3	9	6
Cc1sc(NC(=O)C(C)Sc2nnc(N)s2)nc1-c1ccccc1 (stereo not given)	0.0	-0.2	9	8
CCN(CC(=O)Nc1ccc(OC)cc1)CC(=O)NC(C)(C)C	0.0	-1.1	9	-2
CC1(C)OC(=O)C(Cc2cccc(Br)c2)(Cc2cccc(Br)c2)C(=O)O1	-0.1	0.8	3	-2
COc1cc(C(=O)N2CCN(S(=O)(=O)c3cccc([N+](=O)[O-])c3)CC2)cc(OC)c1OC	-0.1	-0.6	-6	11
COC(=O)c1cc(NC(=O)c2cc3cccc(OC)c3oc2=O)cc(C(=O)OC)c1	0.3	1.3	-2	-1
CC(C)=C1C2C=CC1C1C(=O)N(C(C)C)C(=O)C21 (stereo not given)	0.1	-0.5	5	7
CCc1ccc(C2NC(=S)NC3=C2C(=O)CC(C)(C)C3)cc1 (stereo not given)	-0.1	-0.7	-2	-5

Entries of single compounds, looked up by structure. Screens in order: FBW7 act, GPR151 ag, MITF primary, TEAD-YAP inh
Results for CCc1ccc(C2NC(=S)NC3=C2C(=O)CC(C)(C)C3)cc1 (stereo not given) = -0.1, -0.7, -2, -5
Results for CCOc1ccccc1CN1CCc2cc(OC)c(OC)cc2C1 = 0.1, -0.3, 13, 4

(listing goes on)
SMILES	FBW7 act	GPR151 ag	MITF primary	TEAD-YAP inh
O=C(Cn1c(=O)n(Cc2ccc3c(c2)OCO3)c(=O)c2ncccc21)N1CCc2ccccc21	0.0	1.6	4	2
CC1=NN(c2ccc(Cl)c(Cl)c2)C(=O)/C1=C/c1cc([N+](=O)[O-])ccc1O	-0.2	-1.4	-12	6
O=C1NC(=O)C(=C(c2ccccc2O)c2c(O)[nH]c(=O)[nH]c2=O)C(=O)N1	-1.7	0.4	-13	-9
COCCn1nnnc1C(CC(C)C)N1CCN(c2cccc(OC)c2)CC1 (stereo not given)	-0.1	-1.6	15	-1
COc1ccc(NC(=O)CN2C(=O)CC(C)Sc3ccccc32)cc1 (stereo not given)	0.0	-0.3	1	-6
Cc1ccc(C(=O)Nc2ccc([N+](=O)[O-])cc2)cc1S(=O)(=O)N1CCCCCC1	-0.2	-0.4	-4	2
CCOc1ccc(C(=O)Nc2sc(C)c(C)c2-c2nc3ccccc3s2)cc1	0.0	-0.1	4	3
